Assay outcomes from PubChem.
DENV2 CPE rescue: DENV2-induced cell death inhibition; DENV2-infected cells, cytopathic effect rescue, plate reader; CPE inhibition, % at 9.99 µM; 1.7% of 350,000 active; AID 651640; in the data active = CPE inhibition above about 20%, passing the limit was not always enough; inconclusive = no clear call, values can overlap the other calls; tested in BHK-21 cells;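 also: 0% = median of neutral control wells and 100% = median of positive control wells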
CASP6 VEID inh: blocks human caspase-6 cleavage activity | P55212 | purified caspase-6, Z-VEID-R110 cleavage fluorescence | inhibition, % at 12.5 µM | 0.53% of 350,000 active;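 active = mean inhibition across replicates at least about 35%, with every replicate also reaching that limit, limit read from the data; inconclusive = only one of the two criteria met; inactive = neither criterion met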;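 also: 0% = median of neutral control wells and 100% = no fluorescence left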
Target sequence (P55212 24-179 limits assumed): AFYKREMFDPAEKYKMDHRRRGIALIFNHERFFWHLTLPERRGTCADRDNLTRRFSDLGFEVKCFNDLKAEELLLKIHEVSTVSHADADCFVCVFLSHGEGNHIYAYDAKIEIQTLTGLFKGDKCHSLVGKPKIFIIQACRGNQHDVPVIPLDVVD
Target sequence (P55212 194-293 limits assumed): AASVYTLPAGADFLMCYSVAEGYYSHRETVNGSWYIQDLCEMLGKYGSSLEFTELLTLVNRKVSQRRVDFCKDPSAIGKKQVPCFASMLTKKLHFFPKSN
PAX8 reporter: PAX8 transcriptional activity inhibition. RMG-I TPO-luciferase reporter, SteadyGlo, 24 h. inhibition, % at 12.6 µM. 1.2% of 360,000 active;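 active = mean replicate inhibition at least 60% with every replicate also reaching 60%; inconclusive = only one of the two criteria is met; inactive = mean below 60% and not all replicates reaching 60%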;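 also: luciferase light reporting Pax8 driven TPO promoter activity; plate controls were median of neutral control wells for no effect and mitoxantrone controls for full effect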
SIRT5 inh: inhibitors of human sirtuin-5 desuccinylase | 1.1% of 330,000 active | Purified SirT5, succinyl-peptide AMC, trypsin-coupled fluorescence | Q9NXA8 | inhibition, % at 15 µM; in the data active = inhibition above about 15%; inconclusive = no clear call, values can overlap the other calls
Target sequence (Q9NXA8 whole entry, looked up): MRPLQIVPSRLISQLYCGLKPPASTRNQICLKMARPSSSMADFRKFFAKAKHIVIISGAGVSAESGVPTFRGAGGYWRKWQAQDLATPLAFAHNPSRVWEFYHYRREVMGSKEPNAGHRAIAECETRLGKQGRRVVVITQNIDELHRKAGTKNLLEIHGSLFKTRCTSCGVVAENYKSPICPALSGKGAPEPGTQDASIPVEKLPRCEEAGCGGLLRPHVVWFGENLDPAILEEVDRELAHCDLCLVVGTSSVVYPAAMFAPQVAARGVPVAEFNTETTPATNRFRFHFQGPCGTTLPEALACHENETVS
EWS-Fli inh: inhibitors of EWS/Fli oncoprotein transcriptional activity; A673 NR0B1-luciferase reporter, viability-normalised; inhibition, % at 12.6 µM; 0.67% of 350,000 active; AID 651661;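 active = mean inhibition of at least 50% after viability correction, with every replicate also passing that limit; inconclusive = mean reaches 50% but only one of two replicates passes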;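 also: firefly luciferase signal divided by Alamar Blue viability fluorescence both relative to DMSO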
ARNT-TACC3 inh: disruptors of human ARNT/TACC3 interaction; Q9Y6A5; AlphaScreen His-ARNT PAS-B/GST-TACC3 binding, luminescence; TACC3 fragment carries E629A point mutation; inhibition, % at 9.99 µM; 0.66% of 390,000 active; AID 623870;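 active = mean inhibition of replicates at least 50% and at least half of replicates each reaching 50%; inconclusive = half or more replicates reach 50% but mean below 50%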;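 also: 0% = complete ARNT plus TACC3 wells and 100% = ARNT alone without TACC3; many hits fall short of the cut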
LGR2 antag: inhibitors of bursicon-induced Drosophila LGR2 receptor cAMP signaling | HEK293 LGR2, CRE-luciferase, bursicon-stimulated, 4 h | inhibition, % at 9.99 µM | 0.35% of 380,000 active | AID 720647;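 active = drop in luminescence signal, shown as inhibition above about 50% in the replicate tests, limit read from the data, passing the limit was not always enough; inconclusive = probably only some replicates passing the limit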;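 also: agonist challenge used bursicon conditioned medium at about half maximal strength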
* hit, by the source's call; u = inconclusive; x = no result given.

SMILES	DENV2 CPE rescue	CASP6 VEID inh	PAX8 reporter	SIRT5 inh	EWS-Fli inh	ARNT-TACC3 inh	LGR2 antag
CC(C)(C)c1cc(S(=O)(=O)CCc2ccncc2)cc(C(C)(C)C)c1F	-2	-1	15	-2	17	x	18
COc1ccc(NC(=O)N(C)C[C@H]2OCCCC[C@H](C)Oc3ccc(NS(=O)(=O)c4ccc(Cl)cc4)cc3C(=O)N([C@@H](C)CO)C[C@H]2C)cc1	13	2	-13	2	4	-2	8
CCCC(=O)Nc1ccc2c(c1)OC[C@H](C)N(Cc1ccncc1)C[C@@H](C)[C@H](OC)CN(C)C2=O	-1	-2	x	-1	5	4	-8
COc1cccc(CN(C)C(=O)c2cc(COc3c(F)cccc3F)on2)c1	-1	3	-24	-5	-11	1	-38
COc1ccc(NC(=O)c2ccco2)cc1S(=O)(=O)N1CCOCC1	1	1	-6	-2	-2	0	-40
CCN(CC)C(=S)Nc1ccc(OC(F)F)cc1	5	4	9	2	-3	23	-11
COCCSc1ccccc1C(=O)Nc1cc(C)ccn1	9	2	-7	-8	5	5	11
CN(CCCNC(=O)c1nn(C)c2c1CS(=O)(=O)c1ccccc1-2)Cc1ccccc1	-1	0	3	-5	x	2	0
CCOC(=O)/C(=C/c1ccc(OC(=O)c2ccncc2)cc1)C(C)=O	-2	0	-2	-3	-1	3	x
CCCNC(=O)C[C@H]1CC[C@@H]2[C@@H](COc3ccc(NC(=O)Cc4ccccc4)cc3C(=O)N2C)O1	4	-7	2	-4	1	1	-5
COc1cc(NC(=O)N[C@@H](Cc2c[nH]c3ccccc23)C(=O)O)c(C(=O)O)cc1OC	7	-2	2	-2	9	-6	-1
C=CCC(NC(=O)c1ccc(C#N)cc1)C(=O)NCCC (centres undefined)	49*	-1	6	x	-3	-7	8
C(=C\c1nc(N2CCCC2)c2ccccc2n1)/c1ccccc1	x	x	3	x	x	10	-25
CC(=O)Nc1ccc(S(=O)(=O)NC(C)C(=O)NC(C)c2ccccc2)cc1 (centres undefined)	-1	6	22	-1	2	-1	2
CCCN(C)C1CN(Cc2cn(Cc3ccc(F)cc3)nn2)S(=O)(=O)C1 (centres undefined)	1	0	-5	0	-3	x	12
Cc1nc(N/N=C/c2cccc(F)c2)cc(N2CCOCC2)n1	10	3	-2	-3	2	10	5
O=C(C[C@@H]1CC[C@H]2[C@@H](COC[C@H](O)CN2Cc2nccs2)O1)NCc1ccccc1F	-2	-1	-3	0	4	-9	6
O=C(C[C@@H]1C[C@H]2c3cc(NC(=O)NC4CCCC4)ccc3O[C@H]2[C@@H](CO)O1)NCc1cc(F)ccc1F	-4	x	3	x	-6	-2	-3
C[C@H]1CN([C@@H](C)CO)C(=O)CCCn2nncc2CO[C@@H]1CN(C)C(=O)Nc1ccccc1C(F)(F)F	0	-2	17	2	-1	-2	-5
C[C@@H]1CN([C@H](C)CO)C(=O)Cc2cc(NC(=O)c3ccncc3)ccc2O[C@@H]1CN(C)S(=O)(=O)c1ccc(Cl)cc1	17	2	1	4	6	-4	-13
Cn1ncc(Br)c1C(=O)N1CCOCC1	-14	-4	6	-10	-7	-3	-7
COC(=O)c1ccc(NC(=S)N2CCN(Cc3ccccc3OC)CC2)cc1	1	1	7	0	-6	3	-2
Cc1noc(C)c1NC(=O)Nc1ccc2c(c1)C(=O)N([C@H](C)CO)C[C@@H](C)[C@H](CN(C)C)OCCCC[C@@H](C)O2	u	-1	2	2	-4	2	0
CCCn1nnc(NC(=O)c2ccc(-c3ccccc3)cc2)n1	-9	1	x	1	-106	-1	-45
CN1C(c2ccccc2)CCOS1(=O)=O (centres undefined)	47*	-2	9	x	-10	-12	-12
COc1cccc(-c2ccc3c(c2)[C@H]2[C@H](CCN2S(=O)(=O)c2ccccc2C)[C@@H](CO)N3C)c1	x	x	19	x	2	-11	0
COc1cccc(CC(=O)Nc2ccc(S(=O)(=O)N3CCOCC3)cc2)c1	6	-4	6	-2	5	0	7
CCOC(=O)N1C2=NC(C(=O)OC)=C(C(=O)OC)[C@@H]3N(C)c4ccccc4[C@]23C[C@H]1C(=O)OC	u	7	1	x	4	-2	4
O=C(NC1CC(=O)c2sccc21)c1cccc(C(F)(F)F)c1 (centres undefined)	3	-1	-10	-5	0	28	-15
COc1ccccc1N=Nc1nc(-c2ccccc2)c(-c2ccccc2)[nH]1	4	1	6	x	x	-7	-14
N#Cc1nc(-c2ccccc2F)oc1N1CCN(C(=O)c2ccco2)CC1	u	2	0	-21	-3	-5	-7
COc1ccccc1N1CCN(C(=O)c2cn(C)c3ccc(S(=O)(=O)N4CCOCC4)cc3c2=O)CC1	0	-1	-6	1	x	3	-6
CC(=O)c1cccc(NC(=O)C(OC(=O)c2cccc(S(=O)(=O)N(C)c3ccccc3)c2)c2ccccc2)c1 (centres undefined)	-5	4	20	-2	5	-3	-10
CCNC(=O)C[C@H]1CC[C@H]2[C@@H](COC[C@@H](O)CN2C(=O)Nc2ccc3c(c2)OCO3)O1	0	0	-70	11	-80	10	-22
CC(Oc1ccc(Cl)cc1Cl)C(=O)NNC(=O)C(=O)N1CCCC1 (centres undefined)	0	3	3	-3	12	-5	2
CN(C)/C=C/C(=O)c1ccc(S(=O)c2ccccc2)cc1 (centres undefined)	1	-5	8	4	12	3	x
COc1ccc(NC(=O)COC(=O)CCNS(=O)(=O)c2ccc(Cl)cc2)cc1	5	2	9	-7	4	3	-6
C[C@@H]1CN([C@H](C)CO)C(=O)c2cc(NC(=O)c3ccncc3)ccc2O[C@@H]1CN(C)C(=O)NC1CCCCC1	16	-2	-11	0	-8	-2	23
Cc1cccc(NC(=O)N2C3CCCC2CC(NC(=O)C(C)(C)C)C3)c1 (centres undefined)	19	-2	13	-2	9	6	16
CCc1nc2c(OCCOc3ccc(F)cc3)cccn2c1N(C=O)Cc1ccc(OC)cc1	-2	-2	8	x	3	x	7
COC(=O)COc1cccc2c(=O)n(CC(=O)N3CCCc4ccccc43)ccc12	-3	0	-14	-3	24	-1	x
COc1ccc(-c2csc(NC(=O)c3cc(-c4cccs4)nc4ccccc34)n2)c(OC)c1	x	x	-7	x	x	-5	-6
OC[C@@H]1Nc2ccc(-c3cccc(F)c3)cc2[C@H]2[C@@H]1CCN2Cc1ccc(F)cc1	5	-4	-8	3	-12	-5	10
COc1ccc(OC)c(NC(=O)Nc2cccnc2)c1	1	-3	-12	-2	1	3	15
CC(NC(=O)c1ccc2c(c1)OCO2)C1CCCO1 (centres undefined)	4	1	x	1	-8	-8	-3
COc1ccc(C(=O)NCCc2c[nH]c3ccccc23)cc1	-1	-2	-182	-3	-87	-1	-31
COc1ccc(S(=O)(=O)N(C)c2ccc(C(=O)N3CCN(C)CC3)cc2)cc1	13	-2	8	-2	-1	-5	0
O=C(c1ccc(Cl)cc1)N1N=C(c2ccccn2)CC1(O)C(F)(F)F (centres undefined)	-26	3	-4	-4	1	18	x
Cc1nnc2sc(-c3ccco3)nn12	3	1	x	2	1	5	4
COCC(=O)N1C[C@H](C)[C@H](OC)CN(C)C(=O)c2cc(NC(=O)Nc3cccc(F)c3)ccc2OC[C@H]1C	4	0	-39	1	-21	-1	-14
COc1ccc(NC(=O)Nc2ccc3c(c2)CC(=O)N([C@H](C)CO)C[C@@H](C)[C@H](CN(C)S(=O)(=O)c2ccc(F)cc2)O3)cc1	-6	1	-24	1	3	-2	-7
CC(C)c1ccc(/C=N/Nc2ccc(C(=O)O)cc2)cc1	-2	12	82*	3	75*	0	x
CC(C)(C)OC(=O)N1CCN(C(=O)c2[nH]cnc2C(=O)N[C@@H](Cc2ccccc2)C(=O)OCc2ccccc2)CC1	-10	6	-5	-2	-2	11	8
Cc1cc(S(=O)(=O)Nc2ccc(C(=O)NCCCn3ccnc3)cc2)ccc1F	-4	-2	-4	-1	-4	-2	-2
COc1ccc(S(=O)(=O)Nc2ccc3c(c2)C(=O)N([C@H](C)CO)C[C@@H](C)[C@H](CN(C)C(=O)Nc2ccc4c(c2)OCO4)OCCCC[C@H](C)O3)cc1	-9	0	1	x	9	x	-2
CCc1c(-c2ccc(F)cc2)ncn1CCc1ccccc1OC	3	-4	-13	x	-31	x	-3
CN1CCN(C(=O)C[C@@H]2CC[C@H]3[C@H](COc4ccc(NC(=O)C5CCOCC5)cc4C(=O)N3C)O2)CC1	3	-2	-25	2	-5	-7	6
C=C(C)C(=O)Nc1cccc(C2=NOC3(C2)C[C@H](C(N)=O)N(C(=O)/C=C/C)C3)c1 (some centres undefined)	-6	53*	1	4	-9	-7	5
CN(C)S(=O)(=O)c1ccc(N2CCCC2)c(C(=O)Nc2ccc(Br)cc2F)c1	2	3	10	2	12	25	-2
C[C@@H](O)C#Cc1ccc([C@@H]2[C@H]3CN(C(=O)c4ccc(F)cc4)CCCCN3[C@H]2CO)cc1	6	-3	-25	1	-8	-9	-2
Other entries follow.
SMILES	DENV2 CPE rescue	CASP6 VEID inh	PAX8 reporter	SIRT5 inh	EWS-Fli inh	ARNT-TACC3 inh	LGR2 antag
C/C(=N\NC(=O)c1c[nH]c2ccccc12)c1ccc(C)s1	8	-1	-63	-2	x	0	-50
CC(=O)c1cccc(NC(=O)c2ccc(C)o2)c1	1	3	-34	5	-13	0	10
CC1(C)C2CCC1(CS(=O)(=O)NC1CCCC1)C(=O)C2 (centres undefined)	0	x	-4	-5	-1	10	-2
Nc1ccc(N=Nc2ccccc2)cc1[N+](=O)[O-]	3	-1	-44	1	-68	-5	-71
CO[C@H]1CN(C)C(=O)c2cc(NC(=O)C3CC3)ccc2OC[C@@H](C)N(CC2CC2)C[C@H]1C	11	5	-12	0	-9	-10	-14
C[C@H]1CN([C@@H](C)CO)S(=O)(=O)c2ccc(C3=CCCC3)cc2O[C@H]1CN(C)C(=O)CC1CC1	9	1	x	0	-7	2	9
Cc1ccc(-c2ccc3c(c2)O[C@@H](CN(C)C(=O)Nc2ccc(F)cc2)[C@H](C)CN([C@@H](C)CO)S3(=O)=O)cc1	-6	2	x	8	54*	-1	1
COc1cc2c(cc1[N+](=O)[O-])n(C(C)C)c(=O)n2C(C)C	-7	5	-10	2	3	-1	4
COCC(=O)N1CC2(C1)[C@H](c1ccc(C3=CCCC3)cc1)[C@H](CO)N2C(=O)COC	20	0	x	-4	6	x	26
C[C@@H]1CCCCO[C@H](CN(C)C)[C@@H](C)CN([C@@H](C)CO)C(=O)c2cc(NC(=O)Nc3ccc(F)cc3)ccc2O1	-7	-1	1	-7	-9	-1	-8
CC(=O)Nc1cccc(C(=O)/C=C/c2ccc[nH]2)c1	2	9	-95	2	-19	-7	-8
Cc1ccccc1C(=O)NC(NC(=S)Nc1ccc(S(N)(=O)=O)cc1)C(Cl)(Cl)Cl (centres undefined)	x	x	-4	x	x	11	9
C[C@H](CO)N1C[C@H](C)[C@H](CN(C)C(=O)Nc2ccc(F)cc2)Oc2ccc(NC(=O)CCCCCC(=O)Nc3ccccc3N)cc2CC1=O	7	0	x	-7	5	x	3
O=C(NCc1ccncc1)C(=O)NCC1OCCN1S(=O)(=O)c1ccccc1 (centres undefined)	u	-4	1	x	-2	x	12
CC1(C)CC2(CC(c3ccccc3)Oc3cc(O)ccc32)NC(=S)N1 (centres undefined)	1	10	11	-7	-2	-1	4
CCn1c(C)[n+](Cc2ccccc2)c2ccc(C(=O)OC)cc21	14	-2	-21	-1	-6	-19	31
CCCCN(C)S(=O)(=O)c1ccc(C(=O)Nc2nnc(-c3ccco3)o2)cc1	-2	4	28	-2	25	x	-23

Just EWS-Fli inh and CASP6 VEID inh (2 entries from above):
| Compound | EWS-Fli inh | CASP6 VEID inh |
| --- | --- | --- |
| COc1cc2c(cc1[N+](=O)[O-])n(C(C)C)c(=O)n2C(C)C | 3 | 5 |
| CC1(C)C2CCC1(CS(=O)(=O)NC1CCCC1)C(=O)C2 (centres undefined) | -1 | x |

Exported with two lines to a compound: two of the compounds above
Every second line gives: DENV2 CPE rescue, CASP6 VEID inh, PAX8 reporter, SIRT5 inh, EWS-Fli inh, ARNT-TACC3 inh, LGR2 antag
CC1(C)CC2(CC(c3ccccc3)Oc3cc(O)ccc32)NC(=S)N1 (centres undefined)
  1, 10, 11, -7, -2, -1, 4
CCn1c(C)[n+](Cc2ccccc2)c2ccc(C(=O)OC)cc21
  14, -2, -21, -1, -6, -19, 31

No enrichment for hits. About 4.9% of those tested had a hit in this group.
